yeast sgs1 mgt1 – NCI yeast anticancer drug screen, S. cerevisiae sgs1 mgt1 strain; growth inhibition, % at 50 µM; actives 10% (n = 78,000);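 further: 0% = growth of vehicle-only cultures of the same strain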
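Read-out: growth inhibition vs vehicle controls. Cells: mutant yeast strain deficient in DNA damage repair.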
yeast bub3 – NCI yeast anticancer drug screen, S. cerevisiae bub3 mutant strain | % growth inhibition at 50 µM | actives 9.9% (n = 78,000) | AID 167;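 further: 0% = growth of vehicle-only cultures of the same strain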
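Steps: expose the mutant yeast strain to compound; grow alongside vehicle-treated cultures; measure growth; express inhibition against the vehicle cultures.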
yeast cln2 rad14 – NCI yeast anticancer drug screen, S. cerevisiae cln2 rad14 strain; actives 8.3% (n = 78,000); growth inhibition, % at 50 µM; AID 165;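 further: 0% = growth of vehicle-only cultures of the same strain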
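cln2 rad14 yeast strain; compound exposure; growth inhibition read vs vehicle controls.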
rad50 – NCI yeast anticancer drug screen, S. cerevisiae rad50 strain; growth inhibition, % at 50 µM; actives 10% (n = 79,000);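 further: 0% = growth of vehicle-only cultures of the same strain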
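Readout: growth inhibition relative to vehicle-treated cultures. Compound exposure was carried out in a genetically defined yeast strain deficient in DNA damage repair.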
mec2-1 – NCI yeast anticancer drug screen, S. cerevisiae mec2-1 strain. growth inhibition, % at 50 µM. actives 9% (n = 79,000);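 further: 0% = growth of vehicle-only cultures of the same strain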
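Using mec2-1 yeast: add compound, measure growth, express inhibition versus vehicle-treated cultures.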
mlh1 rad18 – NCI yeast anticancer drug screen, S. cerevisiae mlh1 rad18 strain; % growth inhibition at 50 µM; AID 175; actives 11% (n = 79,000);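 further: 0% = growth of vehicle-only cultures of the same strain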
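Genetically defined yeast (DNA repair-deficient) exposed to compounds; growth inhibition determined relative to vehicle.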
* marks the source's active call; other numbers are inactive results; & = joins results of further samples. No stated cut-off is given here; in the data, active means growth inhibition above about 70%; inactive means the rest. Rows are unselected; any-hit rate near 14%.

How did c1ccc(C2=NC(c3ccccc3)(c3ccccc3)N=C2c2ccccc2)cc1 do in these assays?
yeast sgs1 mgt1: -11; yeast bub3: -9; yeast cln2 rad14: -10; rad50: 3; mec2-1: 11; mlh1 rad18: 2

What do the screens show for `O=[N+]([O-])c1cc2no[n+]([O-])c2cc1N1CCOCC1`?
yeast sgs1 mgt1: 99*; yeast bub3: 99*; yeast cln2 rad14: 98*; rad50: 99*; mec2-1: 99*; mlh1 rad18: 99*

Results for CCOC(=O)C1c2cc3c(cc2C(c2cc(OC)c(OC)c(OC)c2)C2C(=O)OCC12)OCO3 (centres undefined) ?
yeast sgs1 mgt1: -10; yeast bub3: -1; yeast cln2 rad14: 2; rad50: -13; mec2-1: -11; mlh1 rad18: 2

What do the screens show for `O=C1c2ccccc2C(=O)N1c1ccc(C(F)(F)F)cc1[N+](=O)[O-]`?
yeast sgs1 mgt1: 20; yeast bub3: 14; yeast cln2 rad14: -16; rad50: -1; mec2-1: 16; mlh1 rad18: 7

What do the screens show for `c1ccc2c(c1)-c1ccccc1C21CCc2nc3c(nc2C1)CCC1(C3)c2ccccc2-c2ccccc21`?
yeast sgs1 mgt1: 0; yeast bub3: 1; yeast cln2 rad14: -38; rad50: 25; mec2-1: 5; mlh1 rad18: -2

Results for Cc1nc2c(ccc3[nH]c4ccccc4c32)s1 ?
yeast sgs1 mgt1: 91*; yeast bub3: 92*; yeast cln2 rad14: 91*; rad50: 91*; mec2-1: 92*; mlh1 rad18: 90*

Results for Nc1ccn(C2OC(COP(=O)(O)O)C(O)OC2O)c(=O)n1 (centres undefined) ?
yeast sgs1 mgt1: -1; yeast bub3: -22; yeast cln2 rad14: -1; rad50: 6; mec2-1: -1; mlh1 rad18: -12

Results for CC(C)(C)OC(=O)N[C@H]1CC2(C=C(Cl)C(=O)C(Cl)=C2)OC1=O ?
yeast sgs1 mgt1: 91*; yeast bub3: 70*; yeast cln2 rad14: 69; rad50: 87*; mec2-1: 81*; mlh1 rad18: 81*

How did O=S1(=O)C=CC(N/N=C/c2cc(Cl)cc(Cl)c2)=C1 do in these assays?
yeast sgs1 mgt1: 20; yeast bub3: 27; yeast cln2 rad14: -38; rad50: 38; mec2-1: 9; mlh1 rad18: 27

What do the screens show for `CC(=O)CC(=O)N(CCc1ccccc1)CCc1ccccc1`?
yeast sgs1 mgt1: 10; yeast bub3: 7; yeast cln2 rad14: 28; rad50: 12; mec2-1: 4; mlh1 rad18: 18

What do the screens show for `CSc1ncnc2c1ncn2CCC(=O)O`?
yeast sgs1 mgt1: -42; yeast bub3: -14; yeast cln2 rad14: 9; rad50: -34; mec2-1: 11; mlh1 rad18: -19

How did OC1COC(c2ccccc2)OC1C(O)C1OC(c2ccccc2)OCC1O (centres undefined) do in these assays?
yeast sgs1 mgt1: 12; yeast bub3: -8; yeast cln2 rad14: -39; rad50: 5; mec2-1: -4; mlh1 rad18: 11

How did CCOC(=O)C1CCCC1=O (centres undefined) do in these assays?
yeast sgs1 mgt1: 30; yeast bub3: 28; yeast cln2 rad14: -3; rad50: 50; mec2-1: 16; mlh1 rad18: 17

What do the screens show for `CN(C)c1nc2ccc(Cl)cc2s1`?
yeast sgs1 mgt1: -2; yeast bub3: -17; yeast cln2 rad14: 13; rad50: 5; mec2-1: -7; mlh1 rad18: 0

Results for Cc1ccc2c(c1)-c1cc(C)ccc1C2c1ccccc1 ?
yeast sgs1 mgt1: -13; yeast bub3: -12; yeast cln2 rad14: -53; rad50: -2; mec2-1: -14; mlh1 rad18: -32

What do the screens show for `CC(=O)C(C(C)=O)C(C(C)=O)C(C)=O.[Cu]`?
yeast sgs1 mgt1: -21; yeast bub3: -18; yeast cln2 rad14: -10; rad50: -27; mec2-1: -11; mlh1 rad18: -22

How did CC(C(O)c1ccccc1)[N+](=O)[O-] (centres undefined) do in these assays?
yeast sgs1 mgt1: 55; yeast bub3: 40; yeast cln2 rad14: 28; rad50: 97*; mec2-1: 29; mlh1 rad18: 38

How did CN(c1ccc(C(N)=O)cc1)c1c(O)c2ccccc2[nH]c1=O do in these assays?
yeast sgs1 mgt1: 15; yeast bub3: 24; yeast cln2 rad14: 25; rad50: -28; mec2-1: 7; mlh1 rad18: 16

How did CC(=O)OC(C)[C@@H](NC(=O)[C@@H](CC(C)C)N(C)C(=O)[C@@H]1CCCN1C(=O)C(C)O)C(=O)OCc1ccccc1 (some centres undefined) do in these assays?
yeast sgs1 mgt1: -17; yeast bub3: -30; yeast cln2 rad14: 8; rad50: 9; mec2-1: 24; mlh1 rad18: -37

How did NC(=S)NNC(=O)c1ccncc1 do in these assays?
yeast sgs1 mgt1: 2; yeast bub3: 4; yeast cln2 rad14: 10; rad50: 13; mec2-1: -3; mlh1 rad18: 7

Arranged by heavy-atom count (rising): part of the list above
Results for Nc1ccn(C2OC(COP(=O)(O)O)C(O)OC2O)c(=O)n1 (centres undefined) ?
yeast sgs1 mgt1: -1; yeast bub3: -22; yeast cln2 rad14: -1; rad50: 6; mec2-1: -1; mlh1 rad18: -12

What do the screens show for `O=C1c2ccccc2C(=O)N1c1ccc(C(F)(F)F)cc1[N+](=O)[O-]`?
yeast sgs1 mgt1: 20; yeast bub3: 14; yeast cln2 rad14: -16; rad50: -1; mec2-1: 16; mlh1 rad18: 7

What do the screens show for `c1ccc2c(c1)-c1ccccc1C21CCc2nc3c(nc2C1)CCC1(C3)c2ccccc2-c2ccccc21`?
yeast sgs1 mgt1: 0; yeast bub3: 1; yeast cln2 rad14: -38; rad50: 25; mec2-1: 5; mlh1 rad18: -2

(cont.)
Results for CCOC(=O)COc1ccc(C2=C(c3ccccc3)C(C)(C)Oc3cc(OC)ccc32)cc1[N+](=O)[O-] ?
yeast sgs1 mgt1: -1; yeast bub3: -6; yeast cln2 rad14: -10; rad50: 2; mec2-1: 14; mlh1 rad18: 6

How did Clc1c2c(nc3ccccc13)CCCC2 do in these assays?
yeast sgs1 mgt1: 49; yeast bub3: 8; yeast cln2 rad14: -37; rad50: 19; mec2-1: 51; mlh1 rad18: 8

Results for COc1ccc(OC)c(/C=C2/C(=O)N=C(NC(C)=O)N2C)c1 ?
yeast sgs1 mgt1: -8; yeast bub3: 18; yeast cln2 rad14: 2; rad50: -31; mec2-1: -16; mlh1 rad18: -45

Results for Nc1nc(SCC(=O)O)nc2nc[nH]c12 ?
yeast sgs1 mgt1: -13; yeast bub3: -8; yeast cln2 rad14: -32; rad50: 0; mec2-1: 3; mlh1 rad18: 5

What do the screens show for `COc1ccc(Br)c(CCC(CO)C2=CCC3(CC2)OCCO3)c1` (centres undefined)?
yeast sgs1 mgt1: 55; yeast bub3: 40; yeast cln2 rad14: 0; rad50: 0; mec2-1: -3; mlh1 rad18: 1

How did COC(=O)C(C)C1Sc2ccccc2NC1=O (centres undefined) do in these assays?
yeast sgs1 mgt1: -17; yeast bub3: -17; yeast cln2 rad14: -4; rad50: 5; mec2-1: 2; mlh1 rad18: 3

How did S=C1OC2CCCC[C@H]2O1 (some centres undefined) do in these assays?
yeast sgs1 mgt1: 29; yeast bub3: 40; yeast cln2 rad14: 18; rad50: 12; mec2-1: 13; mlh1 rad18: 33

How did Cc1cc([N+](=O)[O-])ccc1NC(=O)OC(C)C do in these assays?
yeast sgs1 mgt1: 3; yeast bub3: 1; yeast cln2 rad14: 9; rad50: -13; mec2-1: -30; mlh1 rad18: -9

What do the screens show for `c1ccc(SCCP(CCP(c2ccccc2)c2ccccc2)c2ccccc2)cc1` (centres undefined)?
yeast sgs1 mgt1: 14; yeast bub3: 38; yeast cln2 rad14: 22; rad50: 35; mec2-1: 3; mlh1 rad18: 57

What do the screens show for `CC(C)(CCCOc1ccccc1)/C(=N/O)c1ccccc1`?
yeast sgs1 mgt1: -15; yeast bub3: 12; yeast cln2 rad14: 22; rad50: 14; mec2-1: 6; mlh1 rad18: -14

Among those listed so far, two contain a COOH group:
What do the screens show for `CSc1ncnc2c1ncn2CCC(=O)O`?
yeast sgs1 mgt1: -42; yeast bub3: -14; yeast cln2 rad14: 9; rad50: -34; mec2-1: 11; mlh1 rad18: -19

Results for Nc1nc(SCC(=O)O)nc2nc[nH]c12 ?
yeast sgs1 mgt1: -13; yeast bub3: -8; yeast cln2 rad14: -32; rad50: 0; mec2-1: 3; mlh1 rad18: 5

Continuation:
How did CC(c1ccc(Cl)cc1)N(CCN(C)C)c1ccccn1 (centres undefined) do in these assays?
yeast sgs1 mgt1: 0; yeast bub3: -5; yeast cln2 rad14: 13; rad50: -3; mec2-1: -22; mlh1 rad18: 1

How did CCCC(O)C(CC)CO (centres undefined) do in these assays?
yeast sgs1 mgt1: 2; yeast bub3: 0; yeast cln2 rad14: 24; rad50: 27; mec2-1: 46; mlh1 rad18: -8

What do the screens show for `CC1(C)N=C(C(N)=O)c2ncn(N)c2N1`?
yeast sgs1 mgt1: -20; yeast bub3: 2; yeast cln2 rad14: 5; rad50: -1; mec2-1: -8; mlh1 rad18: -6

How did CC(C)C1CSC2N1C(=O)C2(OCc1ccccc1)C1CC1 (centres undefined) do in these assays?
yeast sgs1 mgt1: -3; yeast bub3: -20; yeast cln2 rad14: -16; rad50: 3; mec2-1: -22; mlh1 rad18: 9

What do the screens show for `COC(=O)C1C(C(=O)OC)C2(OC(c3ccc(Cl)cc3)=CC2=O)C12OC(c1ccc(Cl)cc1)=CC2=O` (centres undefined)?
yeast sgs1 mgt1: 90*; yeast bub3: 92*; yeast cln2 rad14: 90*; rad50: 90*; mec2-1: 92*; mlh1 rad18: 87*

What do the screens show for `O=C(OC1C2CCC2C2CC21)c1cc([N+](=O)[O-])cc([N+](=O)[O-])c1` (centres undefined)?
yeast sgs1 mgt1: 13; yeast bub3: 62; yeast cln2 rad14: 98*; rad50: 11; mec2-1: 98*; mlh1 rad18: 59

What do the screens show for `CCN(CC)CCOC(=O)C(c1ccccc1)C(O)C1CCCCC1` (centres undefined)?
yeast sgs1 mgt1: -21; yeast bub3: 4; yeast cln2 rad14: -61; rad50: 9; mec2-1: -15; mlh1 rad18: -19

How did CCCCCCCC(=O)NN do in these assays?
yeast sgs1 mgt1: -13; yeast bub3: -12; yeast cln2 rad14: -5; rad50: -21; mec2-1: -28; mlh1 rad18: 10

What do the screens show for `O=Nn1c2ccccc2c2cc([N+](=O)[O-])ccc21`?
yeast sgs1 mgt1: 85*; yeast bub3: 85*; yeast cln2 rad14: 73*; rad50: 82*; mec2-1: 76*; mlh1 rad18: 80*

What do the screens show for `COC1(CCO)CC=CCC1(CCO)OC` (centres undefined)?
yeast sgs1 mgt1: -19; yeast bub3: -19; yeast cln2 rad14: 13; rad50: -2; mec2-1: -20; mlh1 rad18: -8

How did O=S(=O)(SSS(=O)(=O)c1ccc(Cl)c(Cl)c1)c1ccc(Cl)c(Cl)c1 do in these assays?
yeast sgs1 mgt1: 6; yeast bub3: 4; yeast cln2 rad14: -3; rad50: 8; mec2-1: 4; mlh1 rad18: 12

Results for ClC(=Nc1ccccc1)c1cc(Cl)ccn1 ?
yeast sgs1 mgt1: 8; yeast bub3: 50; yeast cln2 rad14: -12; rad50: 18; mec2-1: -2; mlh1 rad18: 8

Results for CCOC(=O)C(=O)Cc1cnc2ccccc2n1 ?
yeast sgs1 mgt1: -8&-19; yeast bub3: 7&-1; yeast cln2 rad14: 11&4; rad50: 3&2; mec2-1: -5&8; mlh1 rad18: -5&16

How did CCCCN1CC(=O)N2CCCC(c3ccccc3)N2C(=O)C1 (centres undefined) do in these assays?
yeast sgs1 mgt1: 18; yeast bub3: 10; yeast cln2 rad14: 15; rad50: 8; mec2-1: -1; mlh1 rad18: -4

Results for COC(=O)C1OC(O[C@H]2CC[C@]3(C)[C@H]4CC=C5[C@@H]6CC(C)(C)CC[C@]6(C(=O)OC6OCC(O)C(O)C6OC6OC(C)C(OC7OCC(OC8OCC(O)C(O)C8O)C(O)C7O)C(O)C6O)[C@H](O)C[C@@]5(C)[C@]4(C)CC[C@H]3C2(C)C)C(O)C(O)C1O (some centres undefined) ?
yeast sgs1 mgt1: 10; yeast bub3: 43; yeast cln2 rad14: 12; rad50: 26; mec2-1: 17; mlh1 rad18: 32

What do the screens show for `CCOC(=O)C(N)CSSCC(N)C(=O)OCC` (centres undefined)?
yeast sgs1 mgt1: -4; yeast bub3: 9; yeast cln2 rad14: -12; rad50: 6; mec2-1: -3; mlh1 rad18: -5

Results for COc1ccc2nc3cc(Cl)ccc3c(Nc3ccc(C(=O)O)cc3)c2c1 ?
yeast sgs1 mgt1: 7; yeast bub3: 10; yeast cln2 rad14: 19; rad50: 7; mec2-1: 13; mlh1 rad18: -18

How did CN(c1ccccc1)c1c(Cl)c(=O)oc2c1ccc1occc12 do in these assays?
yeast sgs1 mgt1: -23; yeast bub3: -27; yeast cln2 rad14: -10; rad50: -18; mec2-1: -22; mlh1 rad18: -29

Results for Cn1c(=O)c2[nH]c(CC(=O)O)nc2n(C)c1=O ?
yeast sgs1 mgt1: 34; yeast bub3: 1; yeast cln2 rad14: 23; rad50: 30; mec2-1: 11; mlh1 rad18: 24
